Source: PubChem
ADAM10 inh = ADAM10 inhibition, QFRET primary screen. O14672. hit rate 0.62% among 370,000. recombinant ADAM10, EDANS/DABCYL FRET peptide cleavage, 3 h. inhibition, % at 7 µM. AID 720582;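 active = inhibition above a per-campaign cutoff equal to the mean of compounds falling between control-based bounds plus 3 SD, cut at about 20% in these data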;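 also: 0% = DMSO wells while the 100% control is not disclosed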
Target sequence (O14672 214-748 limits assumed): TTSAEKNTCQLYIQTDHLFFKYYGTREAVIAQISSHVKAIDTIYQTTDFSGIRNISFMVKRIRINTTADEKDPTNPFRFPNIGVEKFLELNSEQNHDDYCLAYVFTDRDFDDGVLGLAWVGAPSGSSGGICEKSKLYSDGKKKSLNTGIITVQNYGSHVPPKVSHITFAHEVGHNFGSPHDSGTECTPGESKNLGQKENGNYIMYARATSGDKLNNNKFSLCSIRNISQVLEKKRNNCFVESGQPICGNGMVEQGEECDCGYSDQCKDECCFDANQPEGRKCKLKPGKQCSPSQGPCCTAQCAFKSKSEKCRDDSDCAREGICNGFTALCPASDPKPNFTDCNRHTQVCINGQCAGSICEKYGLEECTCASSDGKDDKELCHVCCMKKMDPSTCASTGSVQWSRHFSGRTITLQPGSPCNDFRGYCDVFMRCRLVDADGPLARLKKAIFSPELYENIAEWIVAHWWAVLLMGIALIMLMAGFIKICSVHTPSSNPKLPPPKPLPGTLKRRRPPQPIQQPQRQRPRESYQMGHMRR
GC-B act = GC-B (human) receptor activation; P20594; HEK293-GC-B cells, CNP EC30, cGMP TR-FRET; 0% at EC30 CNP, 100% saturating CNP; activation, % at 10 µM; hit rate 0.11% among 370,000; AID 1920062;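 active = activation at 10 µM reaching about 35% in either raw or pattern-adjusted values, limit read from the data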
FXN GAA850 act = increases GAA850 frataxin promoter reporter activity | activation, % at 6 µM | HEK293 lucGAA850 FXN promoter luciferase reporter, 24 h; percent of 10 µM SAHA response | AID 540364 | hit rate 0.56% among 360,000;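 active = activation above the average of all compounds screened plus 3 SD, cutoff fixed separately per campaign, cut at about 7.5% in these data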;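 also: 0% = DMSO wells and 100% = 10 µM SAHA wells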
sPLA2-III inh = Blocks human group III sPLA2 activity; Q9NZ20; QFRET BODIPY PC-A2 liposome hydrolysis, fluorescence; inhibition, % at 12.2 µM; hit rate 0.56% among 370,000; AID 743126;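 active = inhibition above mean plus 3 SD of compounds lying within the high and low control bounds, cut at about 19% in these data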;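 also: 0% = median of test compound wells and 100% = no enzyme DMSO wells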
hcDAF12 agonist = H. contortus DAF-12 activation, primary screen; activation, % at 6.8 µM; AID 652067; hit rate 1.4% among 370,000; HEK293 hcDAF-12 lit1-tk-luc reporter, luminescence; 0% DMSO, 100% Δ7-dafachronic acid;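 active = activation above the mean of all tested compounds plus 3 SD, cut at about 5.5% in these data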;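 also: 100% = response to 3 µM Δ7-dafachronic acid high control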
SMARCA2 activ = SMARCA2 function activation, primary screen. MG213 cells, MMTV-luciferase reporter, dexamethasone, overnight. activation, % at 9.1 µM. hit rate 1% among 370,000; in the data active = activation above about 7.8%;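 also: 0% = vehicle wells and 100% = reference activator wells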
DAX1 inh-1 = blocks DAX1 repression of SF-1 activated StAR promoter; hit rate 1.1% among 370,000; AID 652010; HEK293T StAR-luciferase reporter, SF-1/DAX-1 repression relief; inhibition, % at 6.8 µM;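 active = inhibition above the mean over all tested compounds plus 3 SD, cut at about 3.6% in these data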;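 also: 0% = DAX-1 cells with DMSO and 100% = cells lacking DAX-1 with DMSO; higher inhibition means more luminescence from relief of DAX-1 repression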
hgDAF-12 ag = agonists of H. glycines DAF-12 nuclear receptor; HEK293 GAL4-hgDAF12 UAS-luciferase reporter, agonist luminescence; normalized to butyrate control; activation, % at 6.8 µM; hit rate 1.8% among 370,000; AID 687014;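 active = activation above a cutoff set at the mean of all screened compounds plus 3 SD, cut at about 10% in these data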;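 also: 0% = DMSO wells and 100% = sodium butyrate wells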
NPR1 activator = GC-A (human) enzyme activation | P16066 | HEK293 GC-A cells, cGMP TR-FRET, EC30 ANP; 0% at EC30 ANP, 100% saturating ANP | activation, % at 10 µM | hit rate 0.14% among 370,000; in the data active = activation above about 40%
ssDAF-12 act = activates DAF-12 receptor from parasite S. stercoralis | AID 652126 | hit rate 1% among 370,000 | activation, % at 6.8 µM | HEK293 ssDAF-12/GRIP1 lit1-tk-luc reporter, luminescence; % of 3 µM dafachronic acid response;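 active = activation above the mean over all tested compounds plus 3 SD, cut at about 0.9% in these data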;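 also: 0% = DMSO-only wells and 100% = 3 µM delta7-dafachronic acid wells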
DAX1 inh-2 = inhibits human nuclear receptor DAX1; inhibition, % at 6.75 µM; hit rate 0.99% among 340,000; HEK293 Gal4-DAX1 luciferase reporter, luminescence; AID 504766;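 active = inhibition above the mean over all tested compounds plus 3 SD, cut at about 4.2% in these data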;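 also: 0% = DAX1-transfected cells with DMSO and 100% = empty-vector control cells with DMSO; inhibition shows as a rise in luminescence from relieved DAX1 repression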
Target sequence (P51843 207-470 limits assumed): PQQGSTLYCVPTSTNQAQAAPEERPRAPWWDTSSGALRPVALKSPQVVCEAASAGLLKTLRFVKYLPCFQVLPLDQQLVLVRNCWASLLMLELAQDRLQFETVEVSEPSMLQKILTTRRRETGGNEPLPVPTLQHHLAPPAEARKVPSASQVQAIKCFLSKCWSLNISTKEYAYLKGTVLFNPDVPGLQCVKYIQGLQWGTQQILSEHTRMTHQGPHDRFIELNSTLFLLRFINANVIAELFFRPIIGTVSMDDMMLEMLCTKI
Active calls of the source: *; i = inactive; nt = not tested or not shown.

(1) COC(=O)[C@]1(C)CCC[C@@]2(C)C3CC[C@@]4(C)C[C@]3(CCC21)CC(=O)N4Cc1ccc(OC)cc1 (some centres not stated)
(2) Nc1c(-c2cccc(Cl)c2)cnn1-c1cccc(C(F)(F)F)c1
(3) CC(=O)Nc1ccc(S(=O)(=O)N2CCSCC2)cc1
(4) COc1ccc(CNC(=O)c2ccc(S(=O)(=O)NCc3ccco3)cc2)cc1
(5) COc1ccc(CC(=O)Nc2ccc(S(=O)(=O)N3CCCC3)cc2)c(OC)c1
(6) CCCCn1c(CCNC(=O)c2ccco2)nc2ccccc21
(7) CC1(c2ccccc2Br)NC(=O)N(CC(=O)Nc2ccc(S(N)(=O)=O)cc2)C1=O (configuration not stated)
(8) O=C(N1CCCCC1)C1(c2ccccc2)CCCCC1

compound no.	1	2	3	4	5	6	7	8
ADAM10 inh	16	19	-5	-10	-2	0	0	3
GC-B act	12	-2	0	0	-2	-1	-2	-4
FXN GAA850 act	-2.1	0.8	2.0	3.0	-0.5	0.0	0.1	-0.4
sPLA2-III inh	-5	3	4	-9	-11	1	-11	4
hcDAF12 agonist	-1.9	-2.0	0.0	3.0	-1.0	-2.6	-1.1	0.5
SMARCA2 activ	-1	7	-2	-3	0	-1	-1	-3
DAX1 inh-1	-0.5	-0.8	0.4	0.7	-3.7	0.9	-0.2	0.8
hgDAF-12 ag	-1.8	2.1	-1.2	-1.6	-1.9	-2.6	0.7	-0.2
NPR1 activator	3	-1	1	-2	2	1	1	5
ssDAF-12 act	-0.9	-1.4	-1.1	-0.8	-1.2	-1.1	-1.1	-1.1
DAX1 inh-2	-0.9	-0.7	-0.7	-0.5	1.2	0.0	0.2	2.7

One compound at a time, as listed above:
Entry for COc1ccc(CC(=O)Nc2ccc(S(=O)(=O)N3CCCC3)cc2)c(OC)c1 = ADAM10 inh = -2; GC-B act = -2; FXN GAA850 act = -0.5; sPLA2-III inh = -11; hcDAF12 agonist = -1.0; SMARCA2 activ = 0; DAX1 inh-1 = -3.7; hgDAF-12 ag = -1.9; NPR1 activator = 2; ssDAF-12 act = -1.2; DAX1 inh-2 = 1.2
Entry for CCCCn1c(CCNC(=O)c2ccco2)nc2ccccc21 = ADAM10 inh = 0; GC-B act = -1; FXN GAA850 act = 0.0; sPLA2-III inh = 1; hcDAF12 agonist = -2.6; SMARCA2 activ = -1; DAX1 inh-1 = 0.9; hgDAF-12 ag = -2.6; NPR1 activator = 1; ssDAF-12 act = -1.1; DAX1 inh-2 = 0.0

New compounds follow.
(9) CCn1cc(C(=O)OCc2ccccc2)c(=O)c2ccc(C)nc21
(10) O=C(CN1CCN(S(=O)(=O)c2ccc(Br)cc2)CC1)Nc1ccccc1F
(11) Oc1nc(-c2ccc(Cl)cc2)n2ccncc12
(12) COc1cc(C(O)c2nc(-c3cccc(C(F)(F)F)c3)cs2)ccc1F (configuration not stated)
(13) CCOC(=O)[C@@H](NC(=O)CC[C@H]1O[C@@H](n2cc(C)c(=O)[nH]c2=O)C[C@@H]1O)C(C)C
(14) O=C1NC[C@H](CCCCN2C[C@H](Cc3ccccc3)N(CCc3ccccc3)C(=O)C2=O)N(CCC2CCCCC2)C1=O
(15) Cc1ccccc1N=C(NOCc1ccccc1)c1nonc1N
(16) Cc1ccc(/C=C/C(=O)NCCCn2ccnc2)cc1

compound no.	9	10	11	12	13	14	15	16
ADAM10 inh	4	8	-16	21*	-16	-9	17	-11
GC-B act	2	-2	4	-1	-2	-2	-13	4
FXN GAA850 act	0.9	1.2	-2.1	0.3	-0.7	nt	2.6	1.6
sPLA2-III inh	5	-9	0	-10	8	-2	-12	-2
hcDAF12 agonist	-0.7	-1.6	1.6	0.5	-0.8	-1.4	-0.2	-1.1
SMARCA2 activ	0	-1	-2	-5	-5	3	-1	-4
DAX1 inh-1	-0.9	-0.7	1.6	-0.4	0.0	-0.8	-0.1	0.0
hgDAF-12 ag	-0.1	-0.9	1.0	-0.7	0.5	0.4	-1.3	1.5
NPR1 activator	2	3	-11	0	4	1	2	3
ssDAF-12 act	-1.0	-1.4	-0.8	-0.9	-0.9	-0.7	-1.4	-1.1
DAX1 inh-2	0.6	-0.7	1.6	nt	2.4	nt	1.1	0.1

(17) O=c1c2ccccc2c(C=Nc2ccccc2O)c(O)n1-c1nccs1
(18) Cc1cc(C)cc(C(=O)Nc2ccc(N3CCN(C(=O)c4ccco4)CC3)cc2)c1
(19) COc1cccc(C2=NN(C(=O)c3cccs3)C(O)(C(F)(F)F)C2)c1 (configuration not stated)
(20) O=[N+]([O-])c1cccc(-c2n[nH]c(=S)n2-c2ccc(Br)cc2)c1
(21) Cn1c(N)c(N=O)c(=O)n(C)c1=S
(22) O=C(CCCN1C(=O)CSc2ncccc21)N1CCN(c2cccc(C(F)(F)F)c2)CC1
(23) CCN(c1ccccc1)c1cc2ccccc2c(=O)[nH]1
(24) CCC(CO)Oc1cc(NCc2ccccc2C(F)(F)F)c2ncn(C(C)C)c2c1 (configuration not stated)

compound no.	17	18	19	20	21	22	23	24
ADAM10 inh	-39	-6	-1	10	-4	5	i	2
GC-B act	13	-5	2	0	-2	1	-3	-1
FXN GAA850 act	-2.2	2.8	1.0	1.5	-1.8	-0.2	2.2	1.9
sPLA2-III inh	-4	5	-13	10	1	4	5	-5
hcDAF12 agonist	-2.9	-3.5	-1.5	-2.1	1.8	-2.4	-3.3	-1.4
SMARCA2 activ	-4	-1	-1	1	-3	-1	-1	-1
DAX1 inh-1	-2.8	-1.6	-0.8	-0.2	-3.0	-0.6	-0.2	-0.4
hgDAF-12 ag	-2.4	1.0	3.4	-0.7	8.8	-1.9	-0.2	-2.8
NPR1 activator	2	1	1	2	-1	1	-11	-2
ssDAF-12 act	-1.7	-1.2	-1.8	-1.6	-0.2	-1.9	-1.0	-1.6
DAX1 inh-2	-1.8	-0.6	0.9	1.3	0.2	-1.5	-0.4	-1.7

Structures above printed as active in ADAM10 inh:
No. | Molecule | ADAM10 inh | GC-B act | sPLA2-III inh | hcDAF12 agonist | SMARCA2 activ | DAX1 inh-1 | NPR1 activator | ssDAF-12 act | DAX1 inh-2
12 | COc1cc(C(O)c2nc(-c3cccc(C(F)(F)F)c3)cs2)ccc1F (configuration not stated) | 21* | -1 | -10 | 0.5 | -5 | -0.4 | 0 | -0.9 | nt

More entries follow.
(25) COC(C/C=C\[C@H](O)[C@H](C)OCc1ccccc1)OC
(26) COC(=O)c1cc(=O)n(Cc2ccc3c(c2)OCO3)c(=Nc2ccc(F)cc2)s1
(27) Cc1ccc(OCCCN2C(=O)C(=O)c3cc(C)ccc32)cc1
(28) CCOC(=O)N1CCC(NC(=O)CCS(=O)(=O)c2ccc3c(c2)CCN3C(=O)CC)CC1
(29) O=C(CCC1CCCCC1)Nc1cc(C(F)(F)F)ccc1N1CCOCC1
(30) Cc1ccc(OCc2nnc(SCC(=O)c3ccc4ccccc4c3)n2-c2ccc(Cl)cc2)cc1
(31) Cn1c(-c2ccccc2)cccc1=O
(32) CCOc1ccc(Cn2nnc(C(=O)NCc3ccc(OC)cc3)c2N)cc1

compound no.	25	26	27	28	29	30	31	32
ADAM10 inh	-1	-10	9	0	7	-23	-2	1
GC-B act	3	5	5	4	-2	11	4	6
FXN GAA850 act	-0.7	-0.5	1.5	0.6	1.7	nt	-1.7	-2.5
sPLA2-III inh	-1	2	15	-2	5	13	-1	-8
hcDAF12 agonist	-1.3	1.0	-1.2	-0.5	0.6	1.3	1.4	-1.0
SMARCA2 activ	1	0	1	-3	-3	-2	-2	0
DAX1 inh-1	0.1	0.7	0.2	0.8	-1.4	0.1	-0.1	0.4
hgDAF-12 ag	0.7	2.0	-1.2	-0.5	-1.5	3.1	0.6	-0.9
NPR1 activator	0	2	-12	0	1	0	2	-3
ssDAF-12 act	-0.8	-0.9	-0.8	-1.3	-0.9	-0.6	1.3*	-1.4
DAX1 inh-2	1.0	0.9	-1.2	0.1	1.4	nt	1.2	2.5

(33) CCS(=O)(=O)Nc1c(C(=O)OC)[nH]c2ccccc12
(34) COC(=O)c1cc(C(=O)N2CCc3ccccc32)cc([N+](=O)[O-])c1
(35) Cc1ccc2cccc(Oc3ncnc4scc(-c5ccccc5)c34)c2n1
(36) c1ccc(-c2n[nH]c(-c3ccccc3)c2-c2nc3ccccc3[nH]2)cc1
(37) O=NN(C(=O)NCc1cccnc1)C1CCCCC1
(38) Cc1csc(NC(=O)c2cc(-c3ccco3)nc3ccccc23)n1
(39) O=C(c1cccs1)N1N=C(c2ccc(O)cc2)CC1c1ccccc1 (configuration not stated)
(40) Cn1c2ccc(F)cc2c2ncn(Cc3ccco3)c(=O)c21

compound no.	33	34	35	36	37	38	39	40
ADAM10 inh	-19	5	1	2	-13	-22	-63	-281
GC-B act	1	-3	-12	-16	-3	-5	-19	-2
FXN GAA850 act	0.4	1.1	1.0	-1.9	nt	2.1	2.5	2.8
sPLA2-III inh	2	9	-1	-8	6	4	-25	-2
hcDAF12 agonist	3.4	3.7	-2.6	-1.5	-0.9	4.3	-3.6	-2.6
SMARCA2 activ	-2	-3	-4	0	-7	0	3	8
DAX1 inh-1	0.4	0.4	-0.7	-0.3	-1.3	-0.6	-1.4	-0.2
hgDAF-12 ag	-2.2	4.3	-3.0	-0.5	-0.1	1.3	-1.8	0.2
NPR1 activator	-2	2	-12	-21	-1	-14	-23	0
ssDAF-12 act	-0.1	0.1	-1.6	-1.3	-0.4	8.8*	-1.3	-2.0
DAX1 inh-2	-0.3	2.2	-2.0	0.3	nt	-0.5	-0.9	-0.8

Retrieved by compound from the list above (two):
(5) COc1ccc(CC(=O)Nc2ccc(S(=O)(=O)N3CCCC3)cc2)c(OC)c1
(19) COc1cccc(C2=NN(C(=O)c3cccs3)C(O)(C(F)(F)F)C2)c1 (configuration not stated)

compound no.	5	19
ADAM10 inh	-2	-1
GC-B act	-2	2
FXN GAA850 act	-0.5	1.0
sPLA2-III inh	-11	-13
hcDAF12 agonist	-1.0	-1.5
SMARCA2 activ	0	-1
DAX1 inh-1	-3.7	-0.8
hgDAF-12 ag	-1.9	3.4
NPR1 activator	2	1
ssDAF-12 act	-1.2	-1.8
DAX1 inh-2	1.2	0.9

Next structures follow:
(41) C/C(Cl)=C/Cn1c(SCCN2CCOCC2)nc2c1c(=O)[nH]c(=O)n2C
(42) CSCCC(NC(=O)/C(=C/c1ccco1)NC(=O)c1ccc(Br)o1)C(=O)O (configuration not stated)
(43) COc1ccccc1CNC(=O)CCCn1nc(C)n2ccnc2c1=O
(44) COc1ccccc1C(=O)COC(=O)c1ccccc1OCC(=O)Nc1ccc(SC(F)F)cc1
(45) CCCCC[C@@H]1CCCCC[C@@H](O)C[C@H](O)[C@H](O)/C=C/C(=O)O1

compound no.	41	42	43	44	45
ADAM10 inh	-16	-4	5	-1	-1
GC-B act	0	5	-2	-1	3
FXN GAA850 act	-1.0	0.5	0.7	0.7	nt
sPLA2-III inh	-23	4	6	-4	4
hcDAF12 agonist	-2.0	0.7	-1.5	0.3	0.3
SMARCA2 activ	-3	-1	7	-2	2
DAX1 inh-1	0.3	-0.1	-0.4	-0.1	1.2
hgDAF-12 ag	-2.4	-1.8	0.3	-1.1	-1.7
NPR1 activator	4	1	-4	-4	-2
ssDAF-12 act	-1.6	-1.2	-0.8	-1.7	-0.8
DAX1 inh-2	-0.3	-0.1	1.4	1.5	nt
